Assay outcomes deposited in PubChem BioAssay by several laboratories.
P. falciparum M17LAP – P. falciparum M17LAP inhibitors, primary screen, biochemical, fluorogenic H-Leu-NHMec substrate, 1536-well (AID 1619) | recombinant M17LAP, H-Leu-NHMec fluorogenic kinetic assay; higher % means a stronger effect | one-dose inhibition, % at 30 µM; IC50 in µM for titrated hits | 220,000 compounds, 0.38% hits;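 active = compound inhibiting the enzyme by more than half at any dose during confirmatory dose-response retesting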;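 also: plate controls were full reaction with DMSO carrier for no effect and no enzyme background for full effect; strong numbers were not always called active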
LYP phosphatase – PTPN22 lymphoid phosphatase activity blockers – biochemical, fluorescence intensity, uHTS (AID 1779) | inhibition, % at 11.5 µM; hits with a dose series show IC50 in µM | recombinant LYP phosphatase, fluorescence intensity; higher % means a stronger effect | 290,000 compounds, 0.054% hits;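 also: plate controls were vehicle with enzyme for no effect and no enzyme for full effect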
M1AAP inhibition – P. falciparum M1AAP inhibitors, biochemical, fluorogenic H-Leu-NHMec substrate, 1536-well (AID 1445). inhibition, % at 30 µM; hits with a dose series show IC50 in µM. recombinant M1AAP, H-Leu-NHMec fluorogenic kinetic assay; higher % means a stronger effect. 220,000 compounds, 0.42% hits;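 active = primary inhibition above the hit cutoff, then over 50% inhibition at one or more dose response concentrations, cut at about 23% in these data, passing the limit was not always enough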;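 also: plate controls were DMSO full reaction for no effect and no enzyme background for full effect; strong numbers were not always called active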
NOD2 inhibition – inhibition of NOD2-driven NF-kB reporter – cell-based, luminescence, uHTS, HEK293 (AID 1566). 290,000 compounds, 0.63% hits. inhibition, % at 4 µM; hits with a dose series show EC50 in µM. HEK293 NOD2/NF-kB luciferase reporter, luminescence; higher % means a stronger effect; also: many of its hits are not listed in these tables
SIAH1 antagonists – Siah-1 peptide-binding antagonists, primary screen, biochemical, fluorescence polarization, rhodamine-plectin, uHTS (AID 1817); Siah-1 / rhodamine-plectin peptide fluorescence polarization; higher % means a stronger effect; displacement, % at 20 µM; hits with a dose series show IC50 in µM; 290,000 compounds, 0.02% hits;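 active = displacement of at least 50% at 20 µM, with a fluorescence ratio check between 0.3 and a set limit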;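 also: plate controls were Siah plus tracer with DMSO for no effect and tracer alone without Siah for full effect; strong numbers were not always called active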
AID2073 – inhibitors of Mint1-CaV2.2 protein interaction, biochemical, HTRF (AID 2073); inhibition, % at 20 µM; hits with a dose series show IC50 in µM; 290,000 compounds, 0.19% hits; HTRF protein-protein interaction, Mint1-CaV2.2; higher % means a stronger effect; in the data active = inhibition mostly above about 51%, no sharp cut-off; also: some results filed as inactive read as strong as hits
XIAP antagonists – XIAP antagonists, biochemical, IAP family, fluorescence polarization (AID 1018). 200,000 compounds, 0.007% hits. one-dose displacement, % at 20 µM; IC50 in µM for titrated hits. XIAP BIR domain, fluorescence polarization peptide displacement; higher % means a stronger effect; in the data active = displacement above about 50%; also: a part of the inactive calls stands beside numbers as strong as those of hits
CSM14.1 death rescue – protection against thapsigargin-triggered cell killing – 384-well, CSM14.1, ATP luminescence, primary screen (AID 1222); CSM14.1 thapsigargin-induced death rescue, ATP luminescence; higher % means a stronger effect; cellular ATP content (survival), % at 20 µM, or EC50 in µM where a hit was titrated; 190,000 tested, under 10 active;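 active = EC50 below 50 µM in the dose-response confirmation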;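 also: death triggered by thapsigargin at about 15 µM added after 2 h compound pretreatment; cell ATP read after overnight thapsigargin exposure of roughly 18 to 22 hours; normalized against plate controls of thapsigargin alone and 5% DMSO vehicle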
Lipid droplet – modulators of hepatic lipid droplet formation; AML12 mouse hepatocytes, oleate lipid droplets, BODIPY imaging; inhibition, % at 6.5 µM; 240,000 compounds, 0.4% hits;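 active = lipid droplet intensity inhibited by at least 50%, with more than 500 cells counted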
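Material – AML12 mouse liver cells · Also added – oleate loading, 100 µM · Compound dosing – 6.5 µM single-point dosing · Times – overnight treatment with compound plus oleate · Measured by – fluorescence imaging, 20x objective, two fields per well · Read-out – percent inhibition of filter-corrected integrated lipid droplet intensity per well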
Lipid droplet cells 6.5 µM – second read-out of Lipid droplet, no call of its own (marks repeat the call); cell count; measured here: cell count, cytotoxicity flag;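 cells counted across two imaged fields per well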
Numbers without * were called inactive; · = no result given. Rule as the data show it, unless noted: active = inhibition above about 50%; inactive = the rest. Only part of the results is shown. The share of hits here may be higher or lower than overall.

SMILES	P. falciparum M17LAP	LYP phosphatase	M1AAP inhibition	NOD2 inhibition	SIAH1 antagonists	AID2073	XIAP antagonists	CSM14.1 death rescue	Lipid droplet	Lipid droplet cells 6.5 µM
Nc1nnc(N2CCCCC2)s1	5%	-3%	2%	16%	-1%	-8%	-4.4%	-1.7%	-3	695
O=C(CN1CCN(Cc2ccccc2Cl)C1=O)NC1CCCCCCC1	27%	-3%	0%	10%	2%	0%	0.1%	0.8%	0	799
COC(=O)CCC(NC(=O)OCc1ccccc1)C(=O)NC(CC(C)C)C(=O)OC (stereo unspecified)	1%	-13%	1%	7%	1%	3%	-3.0%	-0.4%	·	·
Cc1cc(C)c(S(=O)(=O)Nc2ccc(-c3cn4ccccc4n3)cc2)c(C)c1	-11%	3%	10%	11%	2%	18%	-1.8%	-3.2%	14	833
CCc1ccc(CN(C)Cc2nc(Cc3cccc(C(F)(F)F)c3)no2)nc1	-7%	-4%	-4%	2%	0%	-6%	-4.2%	1.0%	-13	720
COc1ccc(/C=N/NC(=O)c2cc3c(OC)ccc(OC)c3[nH]2)cc1O	·	2%	·	-46%	-10%	6%	·	·	·	·
O=C(COC(=O)C1CCN(S(=O)(=O)c2cccs2)CC1)Nc1ccc(F)cc1F	8%	-5%	-4%	12%	13%	1%	·	·	2	727
CCN(CC)S(=O)(=O)c1ccc(C(=O)Nc2cc(C)on2)cc1	·	-5%	·	8%	0%	8%	·	·	-2	827
CC[C@@H](C)[C@H](NC(=O)Cc1c(C)c2c(cc(C)c3c(C)c(C)oc32)oc1=O)C(=O)O	·	-6%	·	4%	-2%	47%	·	·	10	806
COc1cc2c(cc1OC)C(c1cccc([N+](=O)[O-])c1)NC(=O)C2 (stereo unspecified)	11%	-2%	8%	-7%	0%	-6%	-3.7%	-0.9%	-3	671
COc1cc(OC)nc(NC(=O)CN2CCN(c3ccc(F)cc3)CC2)n1	2%	-3%	5%	-5%	3%	-1%	-3.0%	-0.2%	-4	707
CC(=O)c1sc(NCc2ccccc2)nc1C	·	-6%	·	12%	5%	8%	·	·	1	787
COc1ccc(/C=N/NS(=O)(=O)c2ccccc2)cc1OC	·	-8%	·	16%	9%	3%	·	·	2	843
Cc1nc(NC(=O)c2oc3ccccc3c2C)sc1C(=O)N(C)C	23%	3%	11%	6%	10%	12%	-22%	-3.9%	1	770
COc1ccc(NC(=O)CN2C(=O)C(C)SC(C)C2=O)cc1 (stereo unspecified)	12µM*	7%	3%	12%	2%	38%	-7.9%	0.8%	0	627
Cc1ccc(S(=O)(=O)N=C2SCCCS2)cc1	71%	-7%	7%	16%	0%	-2%	-4.8%	-1.5%	·	·
COc1ccccc1C1NC(=O)CS1 (stereo unspecified)	-1%	-8%	-4%	-3%	-1%	1%	-4.8%	1.1%	·	·
CCCN(CCC)CCCNC(=S)Nc1ccc2nc(N3CCN(C)CC3)cc(C)c2c1	-2%	-5%	-7%	4%	-4%	4%	-2.6%	-1.7%	3	712
Cc1ccc(C(=O)Nc2ccc(NC(=O)c3cccs3)cc2)cc1[N+](=O)[O-]	-12%	-9%	5%	-36%	1%	16%	0.6%	-0.9%	-4	660
CC(C)NC(=O)c1ccc(COc2cc(Cl)ccc2Cl)o1	·	-11%	·	8%	0%	6%	·	·	-16	810
O=Cc1c(Nc2cccc(C(F)(F)F)c2)nc2ccccn2c1=O	·	-6%	·	-16%	-3%	11%	·	·	·	·
Cc1ccc(/C=N/NC(=O)CCCOc2ccc(Cl)cc2Cl)cc1	-8%	1%	2%	-21%	3%	7%	0.3%	2.6%	-1	635
O=C(COc1ccc(F)cc1)Nc1nnc(S(=O)(=O)N2CCCC2)s1	·	-9%	·	9%	6%	4%	·	·	-3	747
COc1ccccc1N(CC(O)COc1ccccc1)S(=O)(=O)c1ccccc1 (stereo unspecified)	15%	6%	-2%	-14%	-1%	5%	-4.4%	-2.1%	-8	598
O=C(Nc1cccc(-c2cccc(F)c2)c1)C1CCN(CC2CCOC2)CC1 (stereo unspecified)	·	-7%	·	4%	7%	6%	·	·	4	804

Compound profiles, as listed above.
Listed for O=C(Nc1cccc(-c2cccc(F)c2)c1)C1CCN(CC2CCOC2)CC1 (stereo unspecified) : P. falciparum M17LAP = ·; LYP phosphatase = -7%; M1AAP inhibition = ·; NOD2 inhibition = 4%; SIAH1 antagonists = 7%; AID2073 = 6%; XIAP antagonists = ·; CSM14.1 death rescue = ·; Lipid droplet = 4; Lipid droplet cells 6.5 µM = 804
Listed for CC[C@@H](C)[C@H](NC(=O)Cc1c(C)c2c(cc(C)c3c(C)c(C)oc32)oc1=O)C(=O)O : P. falciparum M17LAP = ·; LYP phosphatase = -6%; M1AAP inhibition = ·; NOD2 inhibition = 4%; SIAH1 antagonists = -2%; AID2073 = 47%; XIAP antagonists = ·; CSM14.1 death rescue = ·; Lipid droplet = 10; Lipid droplet cells 6.5 µM = 806

The results go on:
SMILES	P. falciparum M17LAP	LYP phosphatase	M1AAP inhibition	NOD2 inhibition	SIAH1 antagonists	AID2073	XIAP antagonists	CSM14.1 death rescue	Lipid droplet	Lipid droplet cells 6.5 µM
COc1ccc(C(=O)NCc2nnc(SCC(=O)Nc3nc4ccccc4s3)o2)cc1	12%	-9%	9%	8%	3%	2%	-5.5%	-1.7%	13	608
COCCNC(=O)C(c1ccc(F)cc1)N(Cc1ccco1)C(=O)CCC(=O)Nc1ccccn1 (stereo unspecified)	·	-5%	·	-1%	10%	3%	·	·	5	839
COc1ccc(NC(=O)c2c(NC(=O)CNCc3ccco3)sc3c2CCC3)c(OC)c1	-2%	2%	0%	8%	-1%	20%	-3.3%	·	6	710
CCN1CCN(S(=O)(=O)CC2(C)C3CCC2(C)C(=O)C3Br)CC1 (stereo unspecified)	3%	-7%	2%	12%	-1%	-11%	-18%	-1.2%	18	645
Cc1ccc2c(CN(C)Cc3ccccc3)cc(=O)oc2c1C	·	-3%	·	-69%	2%	-1%	·	·	6	831
Nc1nonc1-n1nnc(C(=O)N/N=C/c2cccc(Cl)c2)c1-c1ccc2c(c1)OCO2	·	-6%	·	9%	1%	2%	·	·	-6	656
Cn1cc(CN2CCC(C(=O)N3CCCCC3)CC2)c(-c2ccccc2F)n1	-1%	-7%	-1%	11%	-4%	7%	-9.2%	-1.7%	-2	740
COc1ccc(/C=N/NC(=O)CCc2c(C)n[nH]c2C)cc1OC	13%	-10%	1%	14%	2%	0%	-2.7%	3.2%	14	796
Cc1ccc(/C=C2\SC(=S)N(CCC(=O)N3CCCCC3)C2=O)cc1	·	-5%	·	5%	-6%	7%	·	·	-8	819
O=C(NCC1CCCO1)NC12CC3CC(CC(C3)C1)C2 (stereo unspecified)	3%	-4%	5%	13%	2%	-8%	0.0%	-0.2%	·	·
Cc1ncoc1C(=O)N1CCc2c([nH]c3ccccc23)C1C(C)(C)C (stereo unspecified)	1%	-5%	3%	14%	5%	8%	-2.9%	0.9%	0	673
CCc1c(C)nc(N2CCOCC2)[nH]c1=O	-7%	-1%	-1%	2%	-4%	13%	-9.7%	-1.1%	2	645
CCOC(=O)CSC1=C(C#N)C(c2sccc2C)C(C(C)=O)=C(C)N1 (stereo unspecified)	-6%	-5%	21%	14%	1%	-29%	-4.0%	-1.3%	·	·
O=C(Nc1ccccc1C(=O)Nc1ccccn1)c1cccc([N+](=O)[O-])c1	·	-7%	·	1%	4%	-5%	·	·	4	836
CC#CC#Cc1cccc(=O)o1	-4%	3%	7%	21%	4%	7%	·	·	-5	692
O=C(Cc1sc(-c2ccccc2Cl)nc1-c1ccccc1)Nc1ccc(F)cc1	-5%	-6%	8%	-8%	-1%	-6%	-7.9%	-0.5%	-15	766
CN(C)C(CNC(=O)c1ccc(C(=O)c2ccccc2)cc1)c1ccccc1 (stereo unspecified)	·	-6%	·	1%	1%	3%	·	·	-10	801
Cc1ccc(OCC(=O)Nc2ccc(-c3nnc(-c4ccco4)o3)cc2)cc1	2%	-6%	9%	-8%	16%	32%	-1.2%	-2.4%	·	·
C[C@H](NC(=O)c1nc[nH]c1C(=O)N[C@H](C)c1ccccc1)C(=O)OCc1ccccc1	5%	7%	-18%	-13%	1%	-8%	·	·	24	571
Cc1nc(N2CCN(Cc3ccccc3)CC2)nc2c1C(=O)CCC2	-3%	-4%	-7%	6%	-1%	24%	-1.0%	-3.0%	1	573
O=C1C2C3C=CC(CC3)C2C(=O)N1c1nccs1 (stereo unspecified)	12%	1%	12%	18%	22%	31%	-4.8%	-3.8%	2	660
CC(=O)OCCN(CCCn1c(-c2ccncc2)nc2ccccc21)c1nc(-c2ccc(C)cc2)cs1	·	-8%	·	12%	4%	-4%	·	·	-5	801
Cc1cccc(Nc2ccccc2C(=O)NCc2ccco2)c1C	6%	-6%	1%	-46%	-3%	4%	-2.0%	-2.0%	·	·
O=C(c1ccc(Cn2c(=S)[nH]c3ccccc3c2=O)cc1)N1CCN(c2ccccn2)CC1	-3%	-1%	-3%	5.5µM*	4%	12%	-1.4%	8.9%	-13	689
CCOC(=O)c1c(NC(=O)CSc2nnc(CNc3ccc(C)cc3C)o2)sc(C)c1C	9%	8%	-4%	15%	-4%	17%	-3.0%	-0.3%	-31	681

(cont.)
SMILES	P. falciparum M17LAP	LYP phosphatase	M1AAP inhibition	NOD2 inhibition	SIAH1 antagonists	AID2073	XIAP antagonists	CSM14.1 death rescue	Lipid droplet	Lipid droplet cells 6.5 µM
N#CC1=C(N)OC2=C(CCC/C2=C/c2ccoc2)C1c1ccoc1 (stereo unspecified)	12%	-4%	19%	2%	0%	18%	11%	-2.7%	8	617
CN(C)c1ccnc(-n2cccc2/C=N/OCc2ccccc2)c1C#N	0%	-7%	6%	12%	-1%	2%	-7.3%	-0.3%	-9	787
Cc1nc(N2CCC(C)CC2)c(C#N)c(C)c1[N+](=O)[O-]	7%	-3%	3%	4%	14%	-3%	-3.2%	-1.8%	5	719
CCCCc1c(C)c(C#N)c2nc3ccccc3n2c1NCCN(C)C	·	-5%	·	-21%	0%	21%	·	·	0	807
O=C(Cn1c(CO)nc2ccccc21)NCCc1ccccc1	-7%	-7%	4%	5%	9%	-1%	-3.8%	-0.1%	0	722
CN1C(=O)C(CC(=O)Nc2ccc(Cl)cc2)N(Cc2ccco2)C1=S (stereo unspecified)	-1%	-2%	10%	0%	0%	3%	-4.8%	-0.8%	7	678
COc1ccc(CCNC(=O)CCC(=O)n2ncc3ccc(Cl)cc32)cc1OC	·	-6%	·	14%	1%	10%	·	·	-1	744
CCc1cccc(CC)c1NC(=O)COC(=O)CC1c2ccccc2CCN1S(=O)(=O)c1ccccc1 (stereo unspecified)	6%	-4%	5%	13%	7%	0%	-6.8%	0.5%	-10	643
CO/C([O-])=N/c1c[n+](-c2ccc(C)cc2)no1	22%	3%	5%	-24%	4%	-2%	-0.7%	-3.3%	6	700
COC(=O)Cn1c(=O)c2c(nc(Br)n2Cc2ccccc2Cl)n(C)c1=O	-4%	-5%	1%	16%	4%	-5%	0.4%	-0.8%	·	·
